Screens (PubChem BioAssay)
Measles CPE: protection of cells from measles virus. Measles virus-infected cells, CPE protection, absorbance. protection (pct of control), % at 4 µM. actives 1.5% (n = 140,000). AID 841; in the data active means protection mostly above about 24%, no sharp cut-off; inactive means mostly below about 26%; further: some compounds called inactive have numbers as strong as hits
HCT116 bCat-KO: beta-catenin-lacking colon tumor cell growth suppression; HCT116 beta-catenin knockout viability, CellTiter-Glo, 60 h; stronger effect = lower value; actives 1.5% (n = 140,000); viability, % at 10 µM; AID 818;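 active means viability at or under a set limit, the compound median less 4 SD, cut at about 6% in these data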;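 further: 0% = Hyamine 1622 control at 20 µM and 100% = untreated cell control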
GALR2 blocker: GALR2 (human) receptor antagonism; GALR2-expressing cells, antagonist mode; inhibition, % at 4 µM; actives 0.39% (n = 140,000); AID 828; in the data active means inhibition above about 27%;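 further: cells stimulated with galanin 1-16 at roughly its EC80; 0% = agonist challenge control and 100% = basal control without agonist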
Target sequence (O43603 whole entry, looked up): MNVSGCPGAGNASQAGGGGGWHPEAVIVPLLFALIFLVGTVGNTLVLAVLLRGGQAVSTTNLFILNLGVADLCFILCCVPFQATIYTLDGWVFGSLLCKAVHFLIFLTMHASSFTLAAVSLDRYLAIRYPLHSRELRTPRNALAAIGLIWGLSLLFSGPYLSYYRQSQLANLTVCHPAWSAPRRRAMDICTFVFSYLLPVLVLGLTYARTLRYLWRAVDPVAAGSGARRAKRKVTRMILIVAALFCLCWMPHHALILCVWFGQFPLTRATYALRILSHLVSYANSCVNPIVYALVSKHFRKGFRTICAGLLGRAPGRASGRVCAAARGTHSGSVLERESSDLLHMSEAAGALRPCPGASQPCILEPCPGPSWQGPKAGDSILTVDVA
BB579 growth dn: chemicals that inhibit yeast BB579 growth in restrictive medium (lifespan-shortening candidates); S. cerevisiae BB579 growth, OD615, 48 h; inhibition, % at 10 µM; actives 0.51% (n = 140,000); AID 804;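 active means inhibition above a set limit, 3 SD over the mean compound inhibition, cut at about 44% in these data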; further: inactives centre near -24
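Test system: DeaD yeast strain BB579 / Buffer or medium: restrictive glucose-based CSMM-D medium / Doses: single 10 µM dose / Schedule: 4 h cell preincubation, 48 h compound exposure, 30 °C humidified / Technique: culture absorbance at 615 nm / Controls: amphotericin B positive control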
NPY Y2 blocker: NPY-Y2 (human) receptor antagonism. inhibition, % at 2.7 µM. actives 0.99% (n = 140,000). AID 793. NPY-Y2 expressing cells, antagonist mode; in the data active means inhibition above about 17%;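 further: 0% = vehicle with agonist challenge and 100% = reference antagonist with challenge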
Target sequence (P49146 whole entry, looked up): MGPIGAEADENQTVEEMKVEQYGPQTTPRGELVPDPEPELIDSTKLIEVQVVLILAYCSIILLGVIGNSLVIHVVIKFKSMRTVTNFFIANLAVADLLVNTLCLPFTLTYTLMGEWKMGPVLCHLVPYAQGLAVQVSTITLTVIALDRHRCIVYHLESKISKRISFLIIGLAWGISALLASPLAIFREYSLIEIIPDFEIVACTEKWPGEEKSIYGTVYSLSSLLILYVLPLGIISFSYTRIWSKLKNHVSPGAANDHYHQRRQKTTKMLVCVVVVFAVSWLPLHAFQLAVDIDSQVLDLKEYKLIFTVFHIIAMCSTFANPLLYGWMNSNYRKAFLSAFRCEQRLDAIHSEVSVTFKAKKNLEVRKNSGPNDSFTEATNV
Yeast life ext: yeast lifespan extension; inhibition of the nicotinamide effect, % at 10 µM; AID 775; S. cerevisiae growth with nicotinamide, OD615; deaD strain in restrictive glucose medium; actives 0.68% (n = 130,000);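 active means inhibition above a set limit, placed 3 SD over the median of all compounds, cut at about 26% in these data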;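 further: 0% = nicotinamide-treated wells and 100% = cells grown without nicotinamide; some compounds called inactive have numbers as strong as hits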
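System: DeaD-strain S. cerevisiae / Buffer or medium: CSMM-D, restrictive glucose (dextrose) synthetic minimal medium / Probe or stimulus: nicotinamide, 1.5 mM, co-present with compound / Compound: one concentration, 10 µM, DMSO 0.25% / Incubation: 48 h compound exposure at 30 °C, humidified / Technique: optical density (absorbance) at 615 nm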
MRP1 act: activates MRP-1. H69AR cells + doxorubicin, viability rescue, CellTiter-Glo. viability increase, % at 10 µM. actives 0.61% (n = 140,000);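 active means viability gain under doxorubicin at or above a set limit, the compound median plus 3 SD, cut at about 4.7% in these data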;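 further: MRP-1 overexpressing cells given doxorubicin 25 µM after compound pretreatment; 18-22 h compound pretreatment then 72 h with doxorubicin before readout; 0% = doxorubicin-only wells and 100% = vehicle-treated cells without doxorubicin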
PTEN del growth: PTEN-deleted cell growth suppression. HCT116 PTEN-null viability, CellTiter-Glo, 60 h; stronger effect = lower value. actives 1.2% (n = 140,000). viability, % at 10 µM;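 active means viability at or below a set limit, 4 SD under the median of all tested compounds, cut at about 3.7% in these data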;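 further: PTEN knockout HCT116 line with beta catenin targeted HCT116 as companion control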
E-sel TNF inh: TNF alpha driven E-selectin expression inhibition | HUVEC TNFa-induced E-selectin immunofluorescence, high content | inhibition, % at 2 µM | actives 0.71% (n = 120,000);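 active means inhibition above the batch mean plus 3 SD, and confirmed as a hit on visual image review, cut at about 43% in these data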;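 further: 0% = TNF-stimulated DMSO wells and 100% = unstimulated control wells; not every result past the cut was called active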
Phagocyt inh: macrophage phagocytosis inhibition | actives 0.07% (n = 110,000) | inhibition, % at 5 µM | J774A.1 macrophage IgG-bead phagocytosis, imaging;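 active means inhibition above the mean of the plate negative controls plus 5 SD, cut at about 13% in these data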;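 further: phagocytic index as fraction of beads internalized from green versus red external bead signal; plate controls were DMSO negative control for no effect and cytochalasin-D positive control for full effect; some results beyond the cut were filed as inactive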
* marks the source's active call; other numbers are inactive results; / = no result given.

smiles,Measles CPE,HCT116 bCat-KO,GALR2 blocker,BB579 growth dn,NPY Y2 blocker,Yeast life ext,MRP1 act,PTEN del growth,E-sel TNF inh,Phagocyt inh
O=C(Cn1cnc2c(nnn2-c2ccccc2)c1=O)NCCc1ccccc1,7,93,9,-7,2,-5,-2.2,94,-51,-2
CSc1ccc(S(=O)(=O)NC2CCCCCC2)cc1,11,83,-4,-13,5,2,-5.1,85,4,-4
COC(=O)Cn1c(CCS(=O)(=O)c2ccc(C)cc2)nc2ccccc21,1,93,5,-40,-1,-1,-2.3,94,-6,0
COc1cccc(NC(=S)NNC(=O)c2c([N+](=O)[O-])c(C)nn2C)c1,/,104,-1,-74,4,-7,0.9,105,-11,-3
Cc1c(N/C=C/C(=O)c2cccs2)c(=O)n(-c2ccccc2)n1C,4,97,2,-16,-3,-6,-0.7,96,1,/
Cc1nnc(NCCc2ccccc2)n(N)c1=O,3,98,-4,1,7,-8,-2.3,88,13,2
COc1ccccc1OC(=O)c1ccc2nsnc2c1,2,104,-2,-42,3,-13,-0.1,106,2,0
Cn1c(CN2CCCCC2)nc2cc(NC(=O)c3ccc(Cl)cc3)ccc21,7,12,-5,-42,-2,-16,-6.0,23,-19,/
CCOC(=O)c1c(C)[nH]c(C)c1C(=O)CSc1nc(N)cc(N)n1,12,108,1,11,0,-3,0.3,100,26,1
COc1ccccc1C1C=C(c2ccc(Cl)cc2)Nc2nc(N3C(=O)CCC3=O)nn21 (centres undefined),5,105,-3,-23,1,-7,0.9,104,/,0
CC(C)C(NC(=O)c1ccc(Cl)cc1)C(=O)NC1=NCCS1 (centres undefined),0,85,-3,-28,0,-11,-1.1,85,-2,0
O=C(OCC(=O)N1CCN(C(=O)c2ccco2)CC1)c1cc(-c2ccc(F)cc2)nc2ccccc12,7,70,-7,-32,-3,-21,-2.0,53,-3,0
CN(C)C(=O)c1ccccc1Sc1ccc(Cl)cc1Cl,2,86,-5,-30,6,-5,-0.8,88,13,/
CCC(C)C(NC(=O)C(N)CC(C)C)C(=O)NC(CCC(=O)OCc1ccccc1)C(N)=O (centres undefined),15,92,-2,24,2,-9,1.6,90,-6,-2
Cc1ccc(-n2nc3c(c2NC(=O)c2ccc4c(c2)OCO4)CSC3)c(C)c1,7,98,-10,-28,5,-25,-2.3,97,/,-1
CC/C(=N/NC(=O)c1ccc(Br)cc1)c1ccc(OCCN2CCOCC2)cc1,9,88,7,-10,4,1,-2.8,96,/,-3
Nc1cccc(NC(=O)c2cccs2)c1,3,84,7,-41,1,-23,-1.9,90,-17,0
COc1ccccc1CNC(=O)CN(C)CC(=O)Nc1cccc(F)c1,10,91,-2,-8,1,-5,-3.3,102,/,-1
COC(=O)C(NC(=O)C(C)Oc1ccccc1)C(C)C (centres undefined),8,93,-4,-30,-1,1,-0.7,117,15,2
COC(=O)Oc1c(Br)c(=O)oc2ccccc12,4,100,3,-23,5,-5,-2.2,96,17,/
Cc1ccc(O)c(NC(=O)c2ccco2)c1,13,82,-3,28,3,-11,-4.2,77,-17,1
COc1ccc(NC(=O)CSc2nnc(Cn3cnc([N+](=O)[O-])n3)n2C)cc1,11,89,3,9,2,-4,1.2,99,/,-3
CC(=O)N(Cc1cc2c(C)cc(C)cc2[nH]c1=O)C1CCCCC1,5,91,-19,-40,5,-6,-0.5,86,10,-1
O=C(Nc1nc(-c2ccccc2)ns1)c1cccs1,33*,94,36*,-36,-1,-15,2.7,78,-5,0
CC(C)N1CCc2c(sc(NC(=O)c3ccc(S(=O)(=O)N4CCOCC4)cc3)c2C#N)C1,6,79,0,-31,1,2,-3.1,84,-19,-1

Quoted from the entries so far, 2 compounds:
smiles,Measles CPE,HCT116 bCat-KO,GALR2 blocker,BB579 growth dn,NPY Y2 blocker,Yeast life ext,MRP1 act,PTEN del growth,E-sel TNF inh,Phagocyt inh
O=C(Nc1nc(-c2ccccc2)ns1)c1cccs1,33*,94,36*,-36,-1,-15,2.7,78,-5,0
CC(C)N1CCc2c(sc(NC(=O)c3ccc(S(=O)(=O)N4CCOCC4)cc3)c2C#N)C1,6,79,0,-31,1,2,-3.1,84,-19,-1

Next part.
smiles,Measles CPE,HCT116 bCat-KO,GALR2 blocker,BB579 growth dn,NPY Y2 blocker,Yeast life ext,MRP1 act,PTEN del growth,E-sel TNF inh,Phagocyt inh
CCN(CC)C(=O)Cn1cnc2ccccc2c1=O,26,105,-7,-38,2,-3,-1.4,99,-3,/
CCCNC(=O)CC1C(=O)N(Cc2ccccc2)C(C)c2nc3ccccc3n21 (centres undefined),16,97,0,20,2,-11,-3.8,95,11,/
O=C(C1CCN(C2CC(=O)N(Cc3ccccc3)C2=O)CC1)N1CCCCCC1 (centres undefined),6,102,4,-32,2,-22,-2.8,92,-13,4
CS(=O)(=O)N(Cc1ccc(C(=O)NN=C2CCCC2)cc1)c1ccccc1,6,90,-4,-46,3,4,-0.8,102,/,-5
Nc1nnc(SCC(=O)N2CCN(c3cccc(Cl)c3)CC2)n1-c1ccccc1,6,92,-10,-20,-2,/,-3.9,97,-6,/
N#CC1=C(N)SC2(CCCCC2)SC1c1ccccc1 (centres undefined),3,96,7,-16,1,-12,-0.7,97,7,-2
COC(=O)c1cc(S(=O)(=O)N2CCOCC2)c(Cl)cc1N1CCOCC1,17,92,6,-22,2,-10,0.6,98,18,2
COc1ccc2[nH]c3c(N4CC(C)OC(C)C4)ncnc3c2c1 (centres undefined),16,92,-14,-27,3,-21,-2.8,79,4,-2
Cc1ccc(S(=O)(=O)n2c(CN3CCCC(C)C3)nc3ccccc32)cc1 (centres undefined),10,67,2,-33,-2,0,-2.3,62,/,1
N/C(=N\OS(=O)(=O)c1ccccc1)c1ccncc1,0,100,13,-31,-1,-1,-2.0,88,2,/
CCCN(CCO)Cc1ccc(Cl)c(Cl)c1,6,99,6,-45,5,29,-0.6,90,-1,-2
Cc1cc(C(=O)Nc2ccccc2)oc1C,4,89,3,-31,1,-9,-2.4,90,-13,/
O=C(COc1ccc(Cl)cc1)N1CCN(C(=O)c2cccc(F)c2)CC1,8,100,1,-26,2,-24,0.0,79,16,2
Cc1ccc(NC(=O)N(CCCN2CCOCC2)Cc2cccs2)cc1C,14,91,-6,-30,4,-3,-1.0,91,17,0
CCOc1ccccc1NC(=O)COn1nnc2ccc(Cl)cc21,7,21,5,-10,3,-9,-3.9,26,-3,-1
O=C(NCC1CCCO1)C1CCC(=O)N1CCc1ccccc1 (centres undefined),9,87,7,30,-1,-2,-1.9,93,/,/
Oc1ccc(Br)cc1-c1cc(-c2ccccc2)n[nH]1,-1,13,13,-45,-2,/,-4.6,19,-10,/
CCC(=O)NCc1c(Cl)cccc1-n1cccc1,10,97,-25,-7,0,-7,0.2,93,-12,/
Cc1noc(N)c1C(=O)Nc1ccccc1F,5,101,-4,-38,2,-9,0.2,111,-3,-4
CCOC(=O)C1CCN(S(=O)(=O)c2ccc3c(c2)CCCN3C(C)=O)CC1,4,97,/,-4,/,-20,-2.9,78,/,0
Cc1cc(C)c2c(N)c(C(=O)c3ccc(Cl)cc3Cl)sc2n1,24,65,-2,-13,-1,-3,0.5,68,/,-3
Cc1nnc(C)n1/N=C/c1ccc2c(c1)OCCO2,8,92,0,-24,2,-15,-3.0,92,16,-1
O=C(CSc1nc2ccc(Cl)cc2[nH]1)c1ccc2c(c1)OCO2,/,87,-6,-19,6,-10,-1.1,97,21,-1
O=C(NCc1ccc2c(c1)OCO2)C1CCC(CNc2c(N3CCCC3)c(=O)c2=O)CC1 (centres undefined),2,92,8,-36,3,-3,-0.8,100,5,1
Cc1ccc(-n2nc(C)c3c2OC(N)=C(C#N)C3c2ccncc2)cc1 (centres undefined),10,84,7,-31,0,-1,-0.8,92,/,-1

(list continues)
smiles,Measles CPE,HCT116 bCat-KO,GALR2 blocker,BB579 growth dn,NPY Y2 blocker,Yeast life ext,MRP1 act,PTEN del growth,E-sel TNF inh,Phagocyt inh
O=C(CCN1c2ccccc2Sc2ccccc21)Oc1ccccc1,7,89,20,-32,0,0,-2.5,93,-2,/
C/C(N)=C(/C#N)C(=O)COC(=O)c1cc(-c2cccc(Br)c2)nc2ccccc12,4,50,-57,15,-1,-3,-3.5,56,/,-3
C=CCC(NCc1ccccc1)c1ccccc1 (centres undefined),4,77,4,-22,1,6,-2.0,97,/,/
Cc1ccc(Nc2nc3c(s2)CCC3)c(C)c1,32,64,-6,-52,4,/,-5.8,70,3,/
O=C(c1cccc(S(=O)(=O)N2CCOCC2)c1)N1CCCC1,1,93,10,-9,-1,-6,-0.5,101,/,-2
Cc1ccc(Cn2nc(C)c(NC(=O)c3cc(-c4ccco4)on3)c2C)cc1,17,82,11,-34,2,2,-0.1,85,-13,/
O=C(CC1CCCC1)Nc1nnc(C2CC2)s1,29,94,12,-18,0,-3,-0.9,97,/,1
O=C(CSc1nnc(-c2ccncc2)n1CC1CCCO1)NCc1ccccc1 (centres undefined),14,82,4,-1,2,-9,-0.9,86,5,-1
O=C(NCC1COc2ccccc2O1)C1CCC(CNc2c(N3CCCCC3)c(=O)c2=O)CC1 (centres undefined),6,81,/,-12,/,-12,-0.2,83,/,0
CN1CCC(=NNC(=O)CSCc2ccccc2)CC1,14,97,8,-33,3,-10,-1.1,97,-17,-2
COc1cc(/C=C(\NC(=O)c2ccccc2)C(=O)NCC(=O)O)c([N+](=O)[O-])cc1OC,5,90,-26,-20,1,4,-1.4,79,/,4
CCOC(=O)COc1nc(OC)nc(N2CCOCC2)n1,32,99,10,-55,2,-9,-0.6,95,-36,0
O=c1c2ccccc2oc2nc(-c3ccco3)n(Cc3ccccc3)c(=O)c12,20,87,-1,-70,6,-2,-0.7,91,12,1
COc1ccc(C2C=C(C)Nc3nc(SC)nn32)cc1 (centres undefined),6,96,2,-13,-2,-12,1.4,94,/,-2
Clc1ccc(/C=N/Nc2nnc(Cl)c3ccccc23)cc1,9,44,10,-50,2,/,-7.3,43,37,/
O=C(COC(=O)c1cccnc1Nc1cccc(C(F)(F)F)c1)NC1CCS(=O)(=O)C1 (centres undefined),3,66,0,6,0,-1,-0.1,65,/,-14
CCOC(=O)Cc1csc(NC(=O)c2ccc(S(=O)(=O)N3CCCCC3)cc2)n1,39*,71,-9,-10,-2,-7,-1.9,70,/,/
Cc1ccc(S(=O)(=O)c2cc3ccccc3oc2=Nc2ccc3c(c2)OCCO3)cc1,7,91,3,-41,3,3,-3.3,89,/,1
Cc1ccc2nc(NC(=O)Cn3cc4c(n3)CCCCC4)sc2c1,25,89,0,-29,7,-1,0.1,85,/,0
COc1ccc(OC)c2c1C(=O)c1ccccc1C2=O,15,88,10,23,15,-3,-1.1,89,-26,0
COc1ccc2nc(NC(=O)CNS(=O)(=O)c3cccs3)sc2c1,5,93,-4,-85,1,-7,-1.8,91,22,-1
CC(C)C(OC(=O)c1ccco1)C(=O)NCc1cccs1 (centres undefined),8,84,-8,-23,1,-3,-1.7,91,7,0
